Compound activity from PubChem.
Ins promoter up = MIN6 insulin promoter up-regulation; MIN6 insulin promoter-GFP reporter, high-content imaging; active compounds read high; z-score at 5 µM; 0.3% of 190,000 active;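 active = z-score above 3 at 5 µM with at least 500 cells counted in the well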
Autophagy mod = autophagy modulation, high-content screen | MEF GFP-LC3 puncta imaging; test concentration mostly 10 µM | calls only at 10 µM (by protocol) | 0.98% of 190,000 active | AID 463193;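 active = percentage of spot-positive cells more than 3 SD above its plate mean, without a fluorescence outlier flag or 80% toxicity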;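 note: spot-positive cell cutoff set from DMSO-treated cells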
Lipid droplet = modulators of hepatic lipid droplet formation; AML12 mouse hepatocytes, oleate lipid droplets, BODIPY imaging; inhibition, % at 6.5 µM; 0.4% of 240,000 active;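 active = lipid droplet intensity inhibited by at least 50%, with more than 500 cells counted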
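Technique: fluorescence imaging, 20x objective, two fields per well / Assay system: AML12 hepatocytes (mouse) / Measure: % inhibition of lipid droplet signal / Doses: 6.5 µM single-point dosing / Incubation: overnight exposure / Reagent: 100 µM oleic acid challenge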
human PMI inhibition = inhibitors of human PMI, primary screen, biochemical, fluorescence intensity, coupled assay (AID 1209); one-dose inhibition, % at 20 µM; IC50 in µM for titrated hits; 0.42% of 190,000 active; purified PMI enzyme, coupled fluorescence intensity; higher % means a stronger effect;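 note: plate controls were DMSO vehicle for no effect and wells lacking substrate for full effect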
MT stabilize HCS = microtubule stabilization, imaging screen | HeLa tubulin immunostaining HCS, 24 h; share of cells brighter than vehicle mean+2SD | % tubulin-high responders, % at 10 µM | 0.83% of 200,000 active | AID 2205;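 active = plate Z-score above 3 for both tubulin-high and condensed-nucleus cell shares, with cell loss under 80%, at 10 µM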;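 note: anti alpha tubulin signal scored within the nucleus-defined area of each cell; some results filed as inactive read as strong as hits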
T cell modulator = modulates CD8 T cell binding to vesicles | AID 2052 | calls only at 7 µM | 2C CD8+ T cell-vesicle binding, flow cytometry; active compounds read low | 0.068% of 330,000 active;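 active = response, share of CD8 T cells binding vesicles, and their 90th percentile fluorescence all below set limits, cut at about 80% in these data, passing the limit was not always enough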
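Also added: QL9-peptide-loaded Drosophila micro-vesicles bearing Ld, ICAM-1 and B7-1; Test system: purified 2C TCR transgenic mouse naive CD8+ T cells; Measured by: cytometric PE anti-B7-1 and Alexa647 anti-CD8 signals after 1% paraformaldehyde fixation; Timing: binding step 1.5 h, 37 °C, antibody labelling 20 min, ice.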
PMI inhibition = human PMI inhibitors, high substrate, primary screen, biochemical, fluorescence intensity, high mannose 6-phosphate (AID 1220); recombinant PMI enzyme, coupled fluorescence intensity; higher % means a stronger effect; inhibition, % at 20 µM, or IC50 in µM where a hit was titrated; 0.66% of 190,000 active
TNAP activators = human TNAP enzyme activators, primary screen, biochemical, luminescent, no phosphate acceptor, uHTS (AID 1001); 0.03% of 200,000 active; purified TNAP, luminescent activation assay, no phosphate acceptor; higher activation fold means a stronger effect; one-dose activation fold at 20 µM; EC50 in µM for titrated hits; in the data active = activation fold from about 3, or a potency from the dose series; inactive = the rest, 99 in 100 with activation fold below about 1.6; note: many of its hits are not listed in these tables
bCat nuc transl = alters nuclear translocation of beta-catenin in HeLa cells. immunofluorescence imaging. nuclear translocation activity, % at 5 µM. 0.3% of 190,000 active. AID 1665;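 active = nuclear translocation activity above 50% at 5 µM, with a well cell count of 50 or more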;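 note: per-cell ratio of nuclear to cytoplasmic median beta-catenin stain intensity; plate controls were DMSO negative control for no effect and GSK-3 inhibitor IX positive control for full effect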
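System: Human HeLa cells, endogenous beta-catenin | Compound dosing: 5 µM primary, 0.02–20 µM confirmation | Timing: 24 h compound exposure at 37°C, 5% CO2 | Measured by: Fluorescence imaging of beta-catenin antibody stain plus DAPI | Read-out basis: % activation of per-cell nuclear versus cytoplasmic median beta-catenin signal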
Ins promoter up cell count = also measured in Ins promoter up; calls as there; cell count; measured here: cytotoxicity, nuclei count;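 total cells summed across four imaged fields per well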
Lipid droplet cells 6.5 µM = further read-out of Lipid droplet, marked with its call; cell count; measured here: cell count, cytotoxicity flag;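 cells counted across two imaged fields per well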
bCat nuc transl cell count 5 µM = also measured in bCat nuc transl; calls as there; cell count; measured here: cell count, cytotoxicity flag
T cell modulator vesicle-bound % = second read-out of T cell modulator, no call of its own (marks repeat the call); double positive events, %; measured here: CD8+ vesicle-bound cell fraction;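 binding gate set so that unloaded-vesicle control wells show 10% double positive cells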
MT stabilize HCS Hoechst-high % = recorded beside MT stabilize HCS, whose call it bears; % Hoechst-high responders; measured here: nuclear condensation Hoechst responders;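 share of cells brighter than vehicle mean plus two SD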
MT stabilize HCS cytotoxicity % = also measured in MT stabilize HCS; calls as there; toxicity, %; measured here: cytotoxicity by cell density;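 0% = mean cell density of plate MIN control wells and 100% = no cells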
Autophagy mod cell loss 18 h = also measured in Autophagy mod; calls as there; toxicity, %; measured here: cell loss, nuclei count;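 cell loss after 18 h compound exposure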
An asterisk follows results filed as active. Cut-off read from the data, not from the text of the source, unless noted: active = inhibition above about 50%; inactive = the rest.

Screening Cc1ccc(N/N=C(\C#N)C(N)=S)cc1C returned Ins promoter up 0.17, Autophagy mod inactive, Lipid droplet 4, human PMI inhibition -35%, MT stabilize HCS 3.4, T cell modulator inactive, PMI inhibition -115%, TNAP activators 0.8, bCat nuc transl -2.2, Ins promoter up cell count 1618, Lipid droplet cells 6.5 µM 682, bCat nuc transl cell count 5 µM 799, T cell modulator vesicle-bound % 38, MT stabilize HCS Hoechst-high % 1.3, MT stabilize HCS cytotoxicity % 5.1 and Autophagy mod cell loss 18 h 3.
`CCCC(=O)Nc1ccc(Cl)c(NC(=O)C(C)(C)C)c1` gave Ins promoter up -0.4, Autophagy mod inactive, Lipid droplet 5, human PMI inhibition 17%, MT stabilize HCS 2.0, T cell modulator inactive, PMI inhibition 5%, TNAP activators 1.1, bCat nuc transl -8.9, Ins promoter up cell count 1243, Lipid droplet cells 6.5 µM 730, bCat nuc transl cell count 5 µM 1228, T cell modulator vesicle-bound % 12, MT stabilize HCS Hoechst-high % 1.2, MT stabilize HCS cytotoxicity % 5.6 and Autophagy mod cell loss 18 h -10.
For CCCn1c(=O)[nH]c(=O)c2c(C(=O)OCC)cc(-c3cccs3)nc21 the results were Ins promoter up -1.4, Autophagy mod inactive, Lipid droplet -23, human PMI inhibition -32%, MT stabilize HCS 2.1, T cell modulator inactive, PMI inhibition -21%, TNAP activators 1.1, bCat nuc transl -1.4, Ins promoter up cell count 1207, Lipid droplet cells 6.5 µM 646, bCat nuc transl cell count 5 µM 1112, T cell modulator vesicle-bound % 58, MT stabilize HCS Hoechst-high % 2.0, MT stabilize HCS cytotoxicity % 8.7 and Autophagy mod cell loss 18 h 31.
For Cc1ccc(C(=O)O/N=C(\N)c2cccnc2)cc1[N+](=O)[O-] the results were Ins promoter up -0.62, Autophagy mod inactive, Lipid droplet 6, human PMI inhibition 3%, MT stabilize HCS 2.1, T cell modulator inactive, PMI inhibition 4%, TNAP activators 1, bCat nuc transl 0.5, Ins promoter up cell count 2147, Lipid droplet cells 6.5 µM 606, bCat nuc transl cell count 5 µM 914, T cell modulator vesicle-bound % 27, MT stabilize HCS Hoechst-high % 1.8, MT stabilize HCS cytotoxicity % 5.9 and Autophagy mod cell loss 18 h 15.
For Cn1c(COc2ccc3ccccc3c2)nnc1SCC(N)=O the results were Ins promoter up 0.49, Autophagy mod inactive, human PMI inhibition -2%, MT stabilize HCS 2.6, T cell modulator inactive, PMI inhibition 1%, TNAP activators 1.2, bCat nuc transl -6.2, Ins promoter up cell count 1307, bCat nuc transl cell count 5 µM 1008, T cell modulator vesicle-bound % 36, MT stabilize HCS Hoechst-high % 2.3, MT stabilize HCS cytotoxicity % 3.3 and Autophagy mod cell loss 18 h 11.
`CC(C)CNC(=O)C1CCN(c2ccc(S(=O)(=O)N3CCOCC3)cc2[N+](=O)[O-])CC1` gave Ins promoter up -0.76, Lipid droplet 1, T cell modulator inactive, bCat nuc transl -0.4, Ins promoter up cell count 990, Lipid droplet cells 6.5 µM 634, bCat nuc transl cell count 5 µM 1317 and T cell modulator vesicle-bound % 42.
`c1ccc(C2CC(c3cccs3)Nc3nnnn32)cc1` (stereo not given) gave Ins promoter up 1.2, Autophagy mod inactive, Lipid droplet -6, human PMI inhibition -2%, MT stabilize HCS 2.5, T cell modulator inactive, PMI inhibition -3%, TNAP activators 1.1, bCat nuc transl -0.6, Ins promoter up cell count 1038, Lipid droplet cells 6.5 µM 730, bCat nuc transl cell count 5 µM 986, T cell modulator vesicle-bound % 54, MT stabilize HCS Hoechst-high % 3.4, MT stabilize HCS cytotoxicity % 6.0 and Autophagy mod cell loss 18 h 28.
Cc1cnc(NC(=O)CC2CCCC2)s1 was read as Autophagy mod inactive, Lipid droplet -4, human PMI inhibition -6%, MT stabilize HCS 6.6, T cell modulator inactive, PMI inhibition -13%, TNAP activators 1, bCat nuc transl 0.9, Lipid droplet cells 6.5 µM 694, bCat nuc transl cell count 5 µM 1062, T cell modulator vesicle-bound % 40, MT stabilize HCS Hoechst-high % 1.5, MT stabilize HCS cytotoxicity % 8.9 and Autophagy mod cell loss 18 h 2.
Screening CCc1ccc(/C=C2\Oc3c(ccc(O)c3CN3CCN(CCO)CC3)C2=O)cc1 returned Ins promoter up -0.02, Lipid droplet -18, T cell modulator inactive, bCat nuc transl 0.6, Ins promoter up cell count 1069, Lipid droplet cells 6.5 µM 680, bCat nuc transl cell count 5 µM 1317 and T cell modulator vesicle-bound % 24.
Screening Cn1cnnc1Sc1nc([N+](=O)[O-])nn1C returned Ins promoter up 0.8, Autophagy mod inactive, Lipid droplet -7, human PMI inhibition -2%, MT stabilize HCS 3.0, T cell modulator inactive, PMI inhibition 9%, TNAP activators 1.1, bCat nuc transl 0.8, Ins promoter up cell count 1385, Lipid droplet cells 6.5 µM 702, bCat nuc transl cell count 5 µM 935, T cell modulator vesicle-bound % 52, MT stabilize HCS Hoechst-high % 2.5, MT stabilize HCS cytotoxicity % 5.7 and Autophagy mod cell loss 18 h 8.
For CC1CCN(C(=S)c2cn(Cc3ccc(F)cc3)c3ccccc23)CC1 the results were Ins promoter up -1.2, Autophagy mod inactive, human PMI inhibition 8%, MT stabilize HCS 3.3, T cell modulator inactive, PMI inhibition 11%, TNAP activators 1, bCat nuc transl 0.9, Ins promoter up cell count 1242, bCat nuc transl cell count 5 µM 1422, T cell modulator vesicle-bound % 61, MT stabilize HCS Hoechst-high % 1.8, MT stabilize HCS cytotoxicity % 8.8 and Autophagy mod cell loss 18 h -19.
Screening CN1CCc2c1nc1ccccc1c2N=C1CCCN1Cc1ccccc1 returned Ins promoter up -2.5, Autophagy mod inactive, Lipid droplet -5, human PMI inhibition -28%, MT stabilize HCS 2.5, T cell modulator inactive, PMI inhibition -35%, TNAP activators 1.1, bCat nuc transl -3.7, Ins promoter up cell count 534, Lipid droplet cells 6.5 µM 647, bCat nuc transl cell count 5 µM 588, T cell modulator vesicle-bound % 51, MT stabilize HCS Hoechst-high % 3.3, MT stabilize HCS cytotoxicity % 4.1 and Autophagy mod cell loss 18 h -6.
`O=C(CNC(=O)OCc1ccccc1)NCC(=O)N1CCCC1C(=O)OCc1ccccc1` (stereo not given) gave Ins promoter up 0.01, Autophagy mod inactive, human PMI inhibition 8%, MT stabilize HCS 2.8, T cell modulator inactive, PMI inhibition 5%, TNAP activators 1, bCat nuc transl -2.0, Ins promoter up cell count 1491, bCat nuc transl cell count 5 µM 1383, T cell modulator vesicle-bound % 16, MT stabilize HCS Hoechst-high % 2.3, MT stabilize HCS cytotoxicity % 2.8 and Autophagy mod cell loss 18 h -9.
Screening CCOC(=O)c1c(C)c(C(=O)NC(C)COC)c(C)n1CC (stereo not given) returned Ins promoter up 0.22, Autophagy mod inactive, Lipid droplet 18, human PMI inhibition 10%, MT stabilize HCS 3.5, T cell modulator inactive, PMI inhibition 7%, TNAP activators 1.2, bCat nuc transl -2.7, Ins promoter up cell count 1982, Lipid droplet cells 6.5 µM 685, bCat nuc transl cell count 5 µM 1082, T cell modulator vesicle-bound % 22, MT stabilize HCS Hoechst-high % 2.0, MT stabilize HCS cytotoxicity % 9.2 and Autophagy mod cell loss 18 h 10.
For CCOc1ccc(N2C(=O)c3cccnc3C2Nc2ccc(C)cc2)cc1 (stereo not given) the results were Ins promoter up 0.17, Autophagy mod inactive, human PMI inhibition 9%, MT stabilize HCS 5.0, T cell modulator inactive, PMI inhibition 17%, TNAP activators 1.1, bCat nuc transl 0.7, Ins promoter up cell count 1527, bCat nuc transl cell count 5 µM 953, T cell modulator vesicle-bound % 41, MT stabilize HCS Hoechst-high % 2.5, MT stabilize HCS cytotoxicity % 10 and Autophagy mod cell loss 18 h -12.
`Cc1nn(Cc2ccc(Cl)cc2)c(C)c1NC(=O)c1noc2c1CCc1ccccc1-2` gave Ins promoter up 0.53, Autophagy mod inactive, human PMI inhibition 17%, MT stabilize HCS 1.4, T cell modulator inactive, PMI inhibition 11%, TNAP activators 1.1, Ins promoter up cell count 935, T cell modulator vesicle-bound % 30, MT stabilize HCS Hoechst-high % 5.0, MT stabilize HCS cytotoxicity % 12 and Autophagy mod cell loss 18 h 0.
For CC(C)(C)[C@@H]1C=C(C(=O)Nc2ccccc2)O[C@H](OCc2ccc(CO)cc2)C1 the results were Ins promoter up 0.74, Autophagy mod inactive, Lipid droplet -1, human PMI inhibition 11%, MT stabilize HCS 1.7, T cell modulator inactive, PMI inhibition 1%, TNAP activators 1, bCat nuc transl -1.9, Ins promoter up cell count 1443, Lipid droplet cells 6.5 µM 686, bCat nuc transl cell count 5 µM 1074, T cell modulator vesicle-bound % 28, MT stabilize HCS Hoechst-high % 2.3, MT stabilize HCS cytotoxicity % 11 and Autophagy mod cell loss 18 h -7.
CCOP(=O)(OCC)c1nc(-c2ccc(Cl)cc2)oc1NCc1ccccc1 was read as Ins promoter up -1.6, Autophagy mod inactive, Lipid droplet 4, human PMI inhibition 6%, MT stabilize HCS 3.1, T cell modulator inactive, PMI inhibition 1%, TNAP activators 1, bCat nuc transl 0.5, Ins promoter up cell count 1158, Lipid droplet cells 6.5 µM 706, bCat nuc transl cell count 5 µM 1015, T cell modulator vesicle-bound % 32, MT stabilize HCS Hoechst-high % 2.6, MT stabilize HCS cytotoxicity % 10 and Autophagy mod cell loss 18 h 4.
`CCOc1ccc(N2C(=O)C3ON(C)C(c4ccc([N+](=O)[O-])cc4)C3C2=O)cc1` (stereo not given) gave Ins promoter up -0.23, Lipid droplet -6, T cell modulator inactive, bCat nuc transl -0.4, Ins promoter up cell count 1075, Lipid droplet cells 6.5 µM 720, bCat nuc transl cell count 5 µM 1297 and T cell modulator vesicle-bound % 18.
